APJ agonist: activates the human apelin receptor APJ | CHO-K1 APJ PathHunter beta-arrestin, luminescence; 0% DMSO wells, 100% apelin | activation, % at 20 µM | hit rate 0.11% among 330,000;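 active = activation more than six SD over the plate average, tested at 20 µM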;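 note: 0% = DMSO alone and 100% = apelin-13 at 10 nM; some results filed as inactive read as strong as hits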
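Assay system: CHO-K1 APJ beta-arrestin complementation cell line / Compound: single test compound dose, 20 µM final, 1% DMSO / Times: overnight seeding, 90 min compound at 25 °C, 1 h detection / Technique: beta-gal luminescence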
Mdm2 MdmX PPI: inhibitors of human Mdm2/MdmX interaction; O15151+Q00987; SaOS-2 split-luciferase Mdm2/MdmX complementation, luminescence; inhibition, % at 8 µM; hit rate 3% among 330,000; AID 485346;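 active = inhibition of at least 50% at 8 µM in the primary screen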
Target sequence (O15151 whole entry, looked up): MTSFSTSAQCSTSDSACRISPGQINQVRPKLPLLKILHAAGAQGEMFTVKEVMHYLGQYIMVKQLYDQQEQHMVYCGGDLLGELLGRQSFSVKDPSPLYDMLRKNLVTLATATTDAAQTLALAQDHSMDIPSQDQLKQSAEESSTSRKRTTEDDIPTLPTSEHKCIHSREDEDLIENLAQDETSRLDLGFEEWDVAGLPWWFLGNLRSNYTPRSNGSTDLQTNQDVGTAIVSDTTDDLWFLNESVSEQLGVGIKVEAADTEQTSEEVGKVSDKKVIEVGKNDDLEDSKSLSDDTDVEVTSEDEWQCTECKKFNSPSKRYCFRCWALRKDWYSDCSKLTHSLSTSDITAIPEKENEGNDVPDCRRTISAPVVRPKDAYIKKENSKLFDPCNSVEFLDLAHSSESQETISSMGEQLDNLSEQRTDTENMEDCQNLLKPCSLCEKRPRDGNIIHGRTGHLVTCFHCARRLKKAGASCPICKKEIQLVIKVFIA
Target sequence (Q00987 whole entry, looked up): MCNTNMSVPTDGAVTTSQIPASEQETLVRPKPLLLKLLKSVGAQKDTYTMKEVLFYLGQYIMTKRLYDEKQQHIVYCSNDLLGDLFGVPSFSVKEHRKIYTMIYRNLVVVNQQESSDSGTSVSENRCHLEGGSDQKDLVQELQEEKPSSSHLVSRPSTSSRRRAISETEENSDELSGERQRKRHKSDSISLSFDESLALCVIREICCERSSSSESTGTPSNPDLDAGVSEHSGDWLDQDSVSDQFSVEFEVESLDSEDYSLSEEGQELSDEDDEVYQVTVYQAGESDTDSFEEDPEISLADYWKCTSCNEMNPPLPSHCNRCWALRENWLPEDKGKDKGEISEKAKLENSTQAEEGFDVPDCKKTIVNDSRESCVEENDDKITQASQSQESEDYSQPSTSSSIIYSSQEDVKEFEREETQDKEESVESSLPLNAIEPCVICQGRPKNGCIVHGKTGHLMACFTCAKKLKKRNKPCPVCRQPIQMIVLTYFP
GRIN3A LBD mod: modulates the human NR3A ligand-binding domain; hit rate 2.5% among 340,000; Tm shift relative to glycine control, % at 25 µM; NR3A LBD differential scanning fluorimetry, Tm shift; 0% = protein alone, 100% = glycine-bound protein; AID 1259313;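 active = melting temperature shift of at least 10% of the positive control shift, at one fixed dose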
tim23-1 inh: growth inhibitors of tim23-1 mutant yeast; S. cerevisiae tim23-1 growth, BacTiter-Glo luminescence, 24 h; inhibition, % at 20 µM; hit rate 1.3% among 330,000;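 active = growth inhibition of the mutant yeast at or above 50%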;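 note: temperature-sensitive mutant grown at 25 °C; plate controls were DMSO-treated mutant yeast for no effect and medium wells lacking yeast for full effect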
NALP3 yeast inh: blocks the NALP3 inflammasome reconstituted in yeast; Yeast reconstituted NLRP3/ASC/caspase-1, beta-gal luminescence, 24 h; inhibition, % at 10 µM; hit rate 0.39% among 330,000; AID 2825;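 active = inhibition of 50% or more; inactive = inhibition below 50%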;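 note: plate controls were induced DMSO wells for no effect and uninduced yeast grown without galactose for full effect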
tim10-1 inh: tim10-1 yeast growth inhibition; S. cerevisiae tim10-1 ts strain growth, BacTiter-Glo, 24 h; inhibition, % at 20 µM; hit rate 2.2% among 330,000;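 active = inhibition of at least 40%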;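 note: mutant grown at 25 °C; 0% = DMSO wells with yeast and 100% = wells holding no yeast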
TIM10 inh: TIM10 yeast growth inhibition | AID 463195 | inhibition, % at 10 µM | S. cerevisiae TIM10 strain growth, BacTiter-Glo luminescence, 24 h | hit rate 1.4% among 330,000;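 active = inhibition of 40% or more at the single tested concentration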;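 note: wild-type TIM10 isogenic control strain grown at permissive 25 °C; 0% = DMSO yeast wells and 100% = minimal medium wells without yeast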
UPR CHOP act: activators of apoptotic arm of unfolded protein response (CHOP). CHO-CHOP luciferase reporter, UPR activation, luminescence; percent of tunicamycin response over DMSO baseline. activation, % at 10 µM. hit rate 0.34% among 330,000;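 active = at 10 µM dose, activation of 40% or more, normalized to positive control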;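 note: 100% = tunicamycin at 10 µg/mL and 0% = DMSO alone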
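Evaluation: % reporter activation, DMSO baseline versus tunicamycin full activation; System: CHO-CHOP luciferase reporter cell line; Input: 500 cells/well; Incubation: 6 h compound treatment, 37 °C; Measured by: Steady-Glo luciferase luminescence; Dosing: one dose, 10 µM in 0.5% DMSO; Buffer or medium: F12 medium, 10% FBS; Benchmarks: positive tunicamycin 10 µg/mL, negative DMSO alone.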
XBP1 UPR activ: adaptive UPR (XBP1) activation; activation, % at 20 µM; CHO-XBP1 luciferase reporter, IRE1-XBP1 UPR activation, luminescence; percent of tunicamycin response, DMSO as zero; hit rate 0.33% among 330,000; AID 463104;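 active = versus positive control, 20 µM dose yields 30% or more activation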;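 note: 100% = tunicamycin at 10 µg/mL and 0% = DMSO only wells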
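Signal: luciferase luminescence; Assay system: CHO-XBP1 luciferase reporter cells; Amount: one thousand reporter cells per well; Dosing: 20 µM single concentration, DMSO 1%; Benchmarks: high control tunicamycin 10 µg/mL final, low control DMSO vehicle only; Schedule: 6 h compound exposure at 37 °C, 5% CO2; Evaluation: percent activation relative to tunicamycin reference.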
* hit, by the source's call; nt = not tested or not shown.

SMILES | APJ agonist | Mdm2 MdmX PPI | GRIN3A LBD mod | tim23-1 inh | NALP3 yeast inh | tim10-1 inh | TIM10 inh | UPR CHOP act | XBP1 UPR activ
COc1ccc(NC(=O)C2CCCN(S(=O)(=O)c3cccnc3)C2)cc1 (stereo not drawn) | 2 | 13 | -1 | 5 | 6 | 8 | 5 | -0.5 | -2
COc1ccc(/C(C)=N/NC(=O)CNC(=O)c2cccnc2)cc1OC | 2 | 6 | -1 | -3 | 6 | 9 | 5 | -0.6 | 3
Nc1ncnc2c1cnn2C1CCCCC1 | -1 | -7 | -5 | 38 | 5 | 8 | 13 | -1.4 | 4
CCCNCC1COc2ccccc2O1 (stereo not drawn) | -1 | -16 | 2 | -15 | 4 | -3 | -14 | -0.1 | 1
Cc1cccc(-n2c(SCC(=O)Nc3nnc(C)s3)nnc2-c2ccoc2C)c1 | 0 | -6 | -1 | 18 | 18 | 25 | 18 | -2.2 | -1
CCn1c(=O)n(CC)c2cc(N3CCCC3)c(NC(=O)c3ccccc3Br)cc21 | 4 | 0 | -1 | 48 | 2 | 40 | 29 | 2.9 | 6
O=C(CN(C(=O)c1csnn1)c1cccc(F)c1)NC1CCCC1 | -3 | 10 | 1 | 13 | 18 | 21 | -3 | -0.4 | -3
Cc1cc2n(c1)CCn1c(C)ccc1-2 | -4 | 21 | nt | 18 | 15 | -1 | -9 | -0.9 | -3
O=C(NCc1ccccc1)c1ccc2c(=O)n3c(nc2c1)CCCCC3 | 0 | 2 | -1 | 13 | 25 | 10 | -5 | 0.8 | 3
CCC1C(=O)N=C(SCC(=O)Nc2ccccc2)NC1=O (stereo not drawn) | -2 | -16 | 1 | -4 | -6 | 8 | -11 | -2.0 | 3
Nc1ccc2nc(NC(=O)C3CCCCC3)sc2c1 | 0 | -117 | 0 | 30 | 29 | 23 | 4 | 5.5 | 8
Cc1ccc2nsnc2c1S(=O)(=O)NCc1ccc2c(c1)OCO2 | 0 | 6 | 0 | 21 | 33 | 18 | 1 | -0.9 | 0
CCOC(=O)c1cccc(S(=O)(=O)N2CCCC2)c1 | -2 | 9 | -2 | 18 | -3 | 14 | 20 | -0.2 | -2
CCn1c(=O)cc(SCC(=O)N2CCOCC2)c2ccccc21 | -5 | 39 | -2 | 7 | 1 | 4 | -6 | -2.1 | -1
Cc1ccc(C(=O)N2CCOCC2)cc1S(=O)(=O)N1CCOCC1 | -2 | -10 | 12* | -3 | 10 | 6 | -8 | -0.4 | -1
CCOC(=O)c1c(CN2CCCCC2)n(C)c2cc(Br)c(O)cc12 | 2 | 2 | -1 | 17 | 7 | 17 | 5 | 0.1 | 6
COc1ccc(C2/C(=C(\O)c3ccc(OC)c(Cl)c3)C(=O)C(=O)N2CCN(C)C)cc1 (stereo not drawn) | -2 | 2 | 2 | 5 | 28 | -1 | -4 | -3.0 | -2
Cc1ccc(-n2c(-c3ccncc3)n[nH]c2=S)c(C)c1 | -3 | -39 | 0 | -1 | 17 | 8 | 8 | 2.1 | 0
COc1cc(NC(=O)c2ccc(OC)c([N+](=O)[O-])c2)ccc1NC(=O)c1ccco1 | 2 | 9 | 17* | -11 | 29 | -10 | -16 | -0.6 | -4
O=S(=O)(NCCc1ccc(Cl)cc1)c1cccs1 | 16 | -13 | -19 | 16 | 22 | 14 | -4 | -0.6 | 0

Arranged by length of the SMILES (ascending): some entries from above
SMILES | APJ agonist | Mdm2 MdmX PPI | GRIN3A LBD mod | tim23-1 inh | NALP3 yeast inh | tim10-1 inh | TIM10 inh | UPR CHOP act | XBP1 UPR activ
CCCNCC1COc2ccccc2O1 (stereo not drawn) | -1 | -16 | 2 | -15 | 4 | -3 | -14 | -0.1 | 1
Cc1cc2n(c1)CCn1c(C)ccc1-2 | -4 | 21 | nt | 18 | 15 | -1 | -9 | -0.9 | -3
CCC1C(=O)N=C(SCC(=O)Nc2ccccc2)NC1=O (stereo not drawn) | -2 | -16 | 1 | -4 | -6 | 8 | -11 | -2.0 | 3
COc1cc(NC(=O)c2ccc(OC)c([N+](=O)[O-])c2)ccc1NC(=O)c1ccco1 | 2 | 9 | 17* | -11 | 29 | -10 | -16 | -0.6 | -4

Later entries.
SMILES | APJ agonist | Mdm2 MdmX PPI | GRIN3A LBD mod | tim23-1 inh | NALP3 yeast inh | tim10-1 inh | TIM10 inh | UPR CHOP act | XBP1 UPR activ
CNC(=S)N/N=C(\C)c1ccc(-n2ccnc2)cc1 | -1 | 23 | 1 | -8 | -2 | 10 | -7 | 1.3 | -2
O=C(OCc1ccc2c(c1)OCO2)c1ccc(S(=O)(=O)N2CCCCC2)cc1 | -5 | 10 | 0 | 6 | -37 | 12 | 17 | -0.3 | 1
O=S(=O)(Nc1ccc(-c2ccc3nncn3n2)cc1)c1ccc(Cl)s1 | 1 | 12 | 0 | 1 | 16 | 2 | -1 | 0.1 | 5
COc1cc2cccc(OC)c(=O)c2c(OC)c1OC | -2 | -3 | 0 | -19 | 7 | -26 | -19 | 0.4 | 0
CC1CCC/C(=N\NC(=S)Nc2ccccc2)C1 (stereo not drawn) | 0 | -5 | -1 | 21 | 9 | 28 | 25 | 0.5 | 0
COC(=O)COc1ccc2c(=O)c(-c3ccccc3)coc2c1 | 6 | -32 | -1 | 17 | 11 | 18 | 9 | 2.5 | 0
COc1ccc(CCN(C)C(=O)COc2ccc(C(=O)c3ccccc3)cc2)cc1OC | 3 | -13 | 0 | 18 | 14 | 18 | 18 | -0.3 | -3
CCOCCCNCc1cccc(OCc2ccc(F)cc2)c1 | 1 | 13 | -1 | 22 | 28 | 3 | 0 | 3.6 | -1
CCCCCCCCCCCNC(=O)c1ccoc1C | 3 | 10 | -1 | 35 | -3 | 27 | 34 | 0.1 | -3
CCCN(C(=O)c1cccs1)c1nnc(-c2ccncc2)s1 | 5 | -1 | 0 | -14 | 31 | 20 | 4 | 4.2 | 3
COc1cccc(C(=O)c2c[nH]c(C(=O)NCc3ccco3)c2)c1 | -5 | 16 | 0 | 11 | 2 | 11 | 10 | 2.0 | 2
C=CCN1C(=O)CSc2ccc(C(=O)NCCC3=CCCCC3)cc21 | -1 | 19 | 3 | 22 | 16 | 19 | 21 | -1.6 | -2
Cc1ccc(CNC(=O)CCS(=O)(=O)c2ccc3c(c2)oc(=O)n3C)cc1 | 0 | 19 | -3 | -8 | 9 | -16 | -3 | 0.6 | -10
CC(=O)Nc1ccc(N2C(=O)c3ccc(S(=O)(=O)c4ccc(C(=O)O)cc4)cc3C2=O)cc1 | -5 | 8 | -3 | 9 | -7 | 7 | 9 | 0.7 | -2
COC(=O)CSC1=C(C#N)C(c2ccc(C(C)C)cc2)CC(=O)N1 (stereo not drawn) | -2 | 11 | -1 | 40 | 12 | 39 | -4 | -0.5 | -2
O=C(NC1CC1)C1CCN(C2CCN(C(=O)c3ccc(C(F)(F)F)cc3)CC2)CC1 | -2 | 9 | -8 | 5 | 9 | -9 | 4 | -1.2 | -4
O=C(Nc1cc(C(F)(F)F)ccc1-n1cnc2ccccc21)c1ccccc1 | 0 | 9 | 2 | 29 | -19 | 14 | 11 | 2.8 | -1
Cc1noc(C)c1C(=O)OCC(=O)NCCc1ccc(S(N)(=O)=O)cc1 | -5 | 3 | -2 | -1 | 7 | -8 | -4 | -0.5 | -1
Cc1sc2nc(SCC(=O)Nc3cccc(C(=O)O)c3)[nH]c(=O)c2c1C | 12 | 23 | 2 | 18 | 11 | 5 | 11 | -0.9 | 1
COc1cc2nc(Nc3ccc(C)c(Cl)c3)nc(N)c2cc1OC | 11 | 93* | 28* | 25 | 12 | 37 | 7 | 27 | 9
CCc1nnc(NC(=O)CN2CCN(Cc3cccc(Cl)c3)CC2)s1 | -1 | 13 | 1 | 8 | 31 | 8 | 8 | -1.6 | -6
Cc1ccc(-c2nnc(N)o2)cc1 | 0 | -6 | -5 | 11 | 5 | -1 | 4 | 2.2 | 0
O=C(NC1CC1)C1=C[C@H](C2CCCCC2)C[C@H](OCCCCO)O1 | -6 | -4 | 1 | 3 | 16 | -8 | 7 | 0.4 | -2
CN1CCN(/N=C/c2ccc(Br)cc2)CC1 | 1 | 3 | 0 | 12 | 11 | -2 | -1 | 5.8 | 5
Cc1ccc(N(CC(O)CN2CCOCC2)S(=O)(=O)c2ccc([N+](=O)[O-])cc2)cc1 (stereo not drawn) | 4 | 5 | 0 | 12 | 14 | 13 | -9 | -1.5 | -4
Cc1cc(C)cc(OCC(=O)Nc2ccc(N3CCCC3)cc2)c1 | 0 | 15 | 5 | -10 | 19 | -17 | -13 | -2.3 | -1
CCNC1=C(Cl)C(=O)c2ccccc2C1=O | -1 | 16 | -1 | 45 | 1 | 2 | 19 | 0.4 | 3
CCn1c(O)c(C=Nc2ccccc2)sc1=O | -3 | 20 | -1 | 0 | 7 | -2 | 12 | 3.8 | 3
CC1(C)CC(=O)C2=C(C1)N(Cc1ccco1)C(=O)C2(NC(=O)c1ccc(Cl)cc1Cl)C(F)(F)F (stereo not drawn) | -3 | 8 | 0 | 20 | 7 | 21 | 17 | -1.5 | 0
Cn1ccnc1C1CCCCN1Cc1nc(Cc2cccc(C(F)(F)F)c2)no1 (stereo not drawn) | -5 | 2 | 0 | 13 | -2 | 38 | 15 | -0.2 | -2
COc1ccc(CN2CCN(C(=O)c3cccs3)CC2)cc1Br | -1 | 25 | -2 | 5 | 23 | -6 | 2 | -1.6 | -3
COc1ccc(NC(=O)CN2CC(C)OC(C)C2)cc1Cl (stereo not drawn) | 1 | 2 | -2 | 10 | 25 | 1 | 5 | 2.5 | 2
O=S(=O)(c1ccccc1)N1N=C(c2ccc(Cl)cc2)CC1c1ccco1 (stereo not drawn) | -9 | 2 | 6 | 39 | -6 | 25 | 1 | -0.2 | -3
CN(C)S(=O)(=O)c1cc(C(=O)O)c(NC2CCCCC2)cc1Cl | -3 | -2 | 5 | 20 | -2 | 8 | -20 | -0.9 | -2
Cc1ccc2c(c1)[C@H]1[C@H](CO2)[C@H](c2ccccc2)[C@]2(C)C(=O)NCC(=O)N12 | -1 | 17 | 1 | 13 | 16 | 2 | -1 | 0.7 | -2
Cc1cc(C)n(-c2nc3ccccc3nc2N2CCC(C)CC2)n1 | 1 | -3 | 8 | 24 | 16 | 25 | 42* | 0.0 | 0
COc1cc(C2C(C#N)=C(N)Oc3c2oc(CO)cc3=O)ccc1OC(C)C (stereo not drawn) | -2 | -6 | 0 | 3 | 9 | 7 | 0 | -1.3 | 1
CCOc1cc(C(=O)Nc2ccc(S(=O)(=O)NC3=NCCCCC3)cc2)cc(Br)c1OC | -3 | 41 | -14 | 15 | 7 | 7 | -6 | 2.7 | -3
CNC(=S)N/N=C/c1ccc(OCc2ccccc2)c(Br)c1 | 1 | -28 | 1 | 7 | 14 | 2 | 7 | 2.2 | -1
CC(=O)Nc1ccc(NC(=O)Nc2ccccc2)cc1 | -2 | -26 | 19* | -3 | -11 | -3 | 10 | 5.4 | 1
CC(C)NS(=O)(=O)c1ccc(CCC(=O)N2CCCC2)cc1 | -3 | 9 | -1 | 4 | 3 | -5 | 14 | 1.7 | 0
